# High-throughput results (PubChem BioAssay)
# FBW7 activator: FBW7 E3 ligase activators, primary screen, biochemical, AlphaScreen, human; normalized activity (activation), % at 26.1 µM; 650,000 compounds, 0.13% hits; AlphaScreen FBW7–phospho-cyclin E peptide binding, activator screen; F-box/WD repeat-containing protein 7 (Homo sapiens), Q969H0; in the data active = normalized activity above about 1.9%;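 also: purified mutant Fbw7 with reduced substrate affinity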
# TEAD-YAP block: TEAD-YAP interaction inhibition, primary screen, TEAD-YAP interaction inhibitor project, luminescence, HEK-TIYL cells. TEAD-Gal4/YAP UAS-luciferase luminescence. inhibition, % at 9.12 µM. 640,000 compounds, 1.4% hits. AID 1259422, 2018; in the data active = inhibition above about 32%;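 also: 0% = median of test compound wells and 100% = reference inhibitor wells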
# MITF inh: MITF inhibitors, primary screen, biochemical, AlphaScreen, human; AlphaScreen MITF homodimerization, bead proximity signal; inhibition, % at 2.6 µM; Microphthalmia-associated transcription factor (Homo sapiens), O75030; 650,000 compounds, 0.91% hits; AID 1259374, 2018; in the data active = inhibition above about 50%;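 also: 0% = vehicle wells with protein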
# Target sequence (O75030 whole entry, looked up): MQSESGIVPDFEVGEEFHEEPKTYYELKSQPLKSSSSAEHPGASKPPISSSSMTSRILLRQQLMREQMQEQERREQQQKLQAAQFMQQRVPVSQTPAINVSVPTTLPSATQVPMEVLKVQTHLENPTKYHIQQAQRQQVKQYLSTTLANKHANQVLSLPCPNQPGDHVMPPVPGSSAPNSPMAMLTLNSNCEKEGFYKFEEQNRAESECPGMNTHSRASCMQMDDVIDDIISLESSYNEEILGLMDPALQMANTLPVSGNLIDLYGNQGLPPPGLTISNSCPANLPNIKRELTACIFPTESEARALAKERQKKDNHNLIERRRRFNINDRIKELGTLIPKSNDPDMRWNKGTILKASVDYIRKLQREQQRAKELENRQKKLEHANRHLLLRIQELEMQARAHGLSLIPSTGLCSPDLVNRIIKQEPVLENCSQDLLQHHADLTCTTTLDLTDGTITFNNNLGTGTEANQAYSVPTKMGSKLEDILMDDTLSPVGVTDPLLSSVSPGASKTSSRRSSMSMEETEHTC
# GPR151 activ: activators of human GPR151, primary screen, cell-based, PathHunter beta-arrestin, luminescence. activation, % at 11.2 µM. 650,000 compounds, 1% hits. AID 1508602, 2020. PathHunter beta-arrestin GPR151 cells. G-protein coupled receptor 151 (Homo sapiens), Q8TDV0; in the data active = activation above about 4.9%;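 also: 0% = median of compound wells and 100% = cells with positive control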
# Target sequence (Q8TDV0 whole entry, looked up): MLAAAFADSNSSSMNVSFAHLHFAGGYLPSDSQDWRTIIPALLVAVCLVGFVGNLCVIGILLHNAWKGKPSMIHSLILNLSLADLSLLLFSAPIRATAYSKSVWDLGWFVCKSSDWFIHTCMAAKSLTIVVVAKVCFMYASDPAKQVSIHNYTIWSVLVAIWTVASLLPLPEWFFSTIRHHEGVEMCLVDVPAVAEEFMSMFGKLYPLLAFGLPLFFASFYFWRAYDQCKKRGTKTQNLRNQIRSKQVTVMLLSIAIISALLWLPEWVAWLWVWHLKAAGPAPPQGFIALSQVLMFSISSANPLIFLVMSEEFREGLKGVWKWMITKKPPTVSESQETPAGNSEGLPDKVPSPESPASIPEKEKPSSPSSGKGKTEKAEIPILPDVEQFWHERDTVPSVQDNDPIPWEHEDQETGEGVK
# The depositor's hits bear a star.
SMILES,FBW7 activator,TEAD-YAP block,MITF inh,GPR151 activ
COc1cc(-c2nc3n(n2)C(c2cccnc2)C2=C(CC(C)(C)CC2=O)N3)cc(OC)c1OC (stereo not given),-0.1,-4,2,-0.7
O=C(c1cc(-c2ccc(F)cc2)c[nH]1)N1CCN(c2ccccc2O)CC1,0.1,-5,7,1.0
Cc1ccccc1NC(=O)/C=C/C(=O)OCC(F)(F)C(F)F,0.0,11,11,-0.3
COc1ccc(NC(=O)CN(C2CCCCC2)S(=O)(=O)c2ccc(C)cc2)cc1OC,-0.1,-3,-21,1.8
N#Cc1ccc(C=Nc2cc(Cl)c(N)cc2Cl)cc1,-0.1,-2,1,3.0
CCc1cc(=O)oc2c(C)c(OC(C)C(C)=O)ccc12 (stereo not given),0.0,-8,20,0.0
COC(=O)c1ccc(CN2CCC(NCC3CCCCC3)CC2)cc1,-0.4,-3,0,2.7
CC(C)NC(=O)c1ccc2c(c1)N(CC(=O)NCc1ccccc1)C(=O)C(C)(C)O2,-0.1,-4,-2,-0.5
COc1cc(CN2CC(C)OC(C)C2)cc(OC)c1OC (stereo not given),0.0,-5,10,-1.2
Cc1nc2ccc(NC(=O)NCc3ccc4c(c3)OCO4)cc2s1,0.1,-7,16,0.7
O=C(Cn1cccc1)Nc1cccc(F)c1,0.0,-8,-2,0.9
COc1ccc(-c2cncc(C(=O)Nc3ccccc3)c2)cc1,0.1,-4,12,4.0
O=C(C1=C(O)C(=O)N(CCN2CCOCC2)C1c1ccncc1)c1cccs1 (stereo not given),0.2,2,12,-1.5
O=[N+]([O-])c1ccccc1NCCNS(=O)(=O)c1ccc(Cl)c(Cl)c1,-0.3,-10,4,0.4
CCOc1ccc(C(=O)Nc2ccc3oc(-c4ccc(F)cc4)nc3c2)cc1,0.1,-8,1,2.6
O=C(NCC1CCCO1)c1ccc(Cl)c(F)c1F (stereo not given),1.6,-28,12,-1.9
CCCCCCCOc1ccc(C2(C)NC(=O)NC2=O)cc1 (stereo not given),-0.1,-6,-10,-0.1
Cc1sc2ncn(C)c(=O)c2c1-c1ccc(Br)cc1,0.0,14,-14,-0.6
Cc1ccc(CNc2cc(C)nc(-n3nc(C)cc3C)n2)cc1,-0.1,67*,-6,-2.2
Cc1cccc(COC(=O)Nc2ccc(-c3cn[nH]c3)cc2OCCCO)c1,1.7,-10,18,0.7

# Profiles as entered above. Values in the order: FBW7 activator	TEAD-YAP block	MITF inh	GPR151 activ
# `O=C(C1=C(O)C(=O)N(CCN2CCOCC2)C1c1ccncc1)c1cccs1` (stereo not given) is entered as 0.2	2	12	-1.5
# `N#Cc1ccc(C=Nc2cc(Cl)c(N)cc2Cl)cc1` is entered as -0.1	-2	1	3.0
# `O=C(NCC1CCCO1)c1ccc(Cl)c(F)c1F` (stereo not given) is entered as 1.6	-28	12	-1.9
# `CCc1cc(=O)oc2c(C)c(OC(C)C(C)=O)ccc12` (stereo not given) is entered as 0.0	-8	20	0.0
# `O=[N+]([O-])c1ccccc1NCCNS(=O)(=O)c1ccc(Cl)c(Cl)c1` is entered as -0.3	-10	4	0.4

# New compounds follow
SMILES,FBW7 activator,TEAD-YAP block,MITF inh,GPR151 activ
COc1ccc(NC(=O)c2ccccc2NC(=O)c2cc(OC)cc(OC)c2)cc1,0.7,6,10,-2.7
COc1ccc(C(=O)n2nc(C)cc2Nc2ccccc2)cc1,0.1,-41,20,-0.7
COc1ccccc1C(=O)N/C(=C\c1ccc2c(c1)OCO2)C(=O)NCCO,0.1,10,-8,-1.1
CC1(C2CCN(C3Cc4ccccc4C3)CC2)NC(=O)N(Cc2ccc(F)cc2)C1=O (stereo not given),0.1,-6,4,-0.4
O=C(CCN1C(=O)/C(=C\c2ccccc2)SC1=S)Nc1ccc(C(=O)O)cc1,0.1,8,5,0.5
CCCn1cc(CN2CCN(Cc3cccc(C)n3)C(CCO)C2)c(C)n1 (stereo not given),-0.2,5,-12,-1.7
COc1ccc(S(N)(=O)=O)cc1C(=O)NCC(c1ccccc1OC)N1CCCC1 (stereo not given),0.2,-3,5,0.4
O=C(CN1CCN(c2ccc(F)cc2)CC1)c1ccc(O)cc1O,-0.2,0,-1,0.3
CCCn1cnc2c(-c3ccc(F)cc3)nsc2c1=O,-0.1,-40,-5,-0.8
CCOC(=O)C1=C(C)N=c2s/c(=C\c3ccc(Cl)c(Cl)c3)c(=O)n2C1c1ccc(OC(C)=O)cc1 (stereo not given),0.1,0,15,0.4
Cc1cc2ncn(S(=O)(=O)c3cc(Br)ccc3Br)c2cc1C,-0.2,-4,4,0.7
CC(C)n1nc(C(=O)NN)c2ccccc2c1=O,0.1,51*,-7,0.2
COc1cccc(CN2C(=O)CN(C3CCC(C)CC3)C(=O)C2c2ccc(OC)c(OC)c2)c1 (stereo not given),-0.1,2,-5,0.5
CCC(C)(c1cccs1)c1cccs1,0.1,-12,0,-0.5
COc1ccc(/C=C(/NC(=O)c2ccc(Br)cc2)C(N)=O)cc1,0.0,5,15,-0.5
COc1ccc(-c2cc3c(c(OC)c2)OCCN(C(=O)c2n[nH]c4c2CCC4)C3)cc1OC,0.1,-8,6,-0.2
Cn1c(=NC(=O)c2ccc(Cl)s2)sc2cc(S(C)(=O)=O)ccc21,0.1,-12,1,-1.4
COC(=O)CSc1nnc(-c2cc3c(C)nn(-c4ccccc4)c3s2)n1C,0.1,-1,2,0.3
O=C1CC(c2c(F)cccc2Cl)c2cc(Br)c3ccccc3c2N1 (stereo not given),0.0,1,0,-0.7
O=C1C2C(C(=O)N1c1cc(Cl)ccn1)C1C=CC2C12CC2 (stereo not given),0.2,8,17,-0.7
COc1cccc(CC(C#N)c2c(C#N)c(N)nc(N3CCOCC3)c2C#N)c1 (stereo not given),0.1,-7,6,0.3
Cc1ccccc1-c1nnc(N(C)C(=O)CC(C)C)s1,0.1,-41,6,2.4
CCN1CCOC(CC(=O)Nc2ccc(F)cc2)C1=O (stereo not given),-0.1,-5,6,-0.2
O=C(CCN1C(=O)c2ccccc2C1=O)Nc1ccccc1C(=O)N1CCOCC1,0.5,9,8,-0.9
Cc1nn(-c2ccccn2)c2c1C(=O)/C(=C\Nc1cccc([N+](=O)[O-])c1)CC2,0.0,-1,-6,1.2
COC(=O)Cc1ccc(NC(=S)Nc2cccc(C)n2)cc1,-0.2,-2,0,2.2
CCCOc1ccc(C(F)(F)F)cc1N,0.0,5,-2,3.3
CS(=O)(=O)c1cnc2ncnn2c1C1CCN(C(=O)CCc2ccccc2)CC1,-0.1,-4,14,-0.3
Cc1cc(C(=O)N(CCN(C)C)c2nc3ccc(Cl)cc3s2)no1,0.0,-48,-3,1.2
NN1C(=O)/C(=C\c2ccc(Cl)cc2)SC1=S,0.0,-1,13,0.9
COc1nc(-c2ccccc2O)nc2ccccc12,0.1,-40,0,-0.1
Cc1ccccc1NC(=O)CSc1nnc(CN2CCOCC2)n1C,0.0,4,9,-0.6
CCOc1ccc(NC(=O)c2c(NC(=O)c3ccccc3F)sc3c2CCCC3)cc1,0.0,-6,-20,-0.3
Clc1ccc2nc(CSc3nnnn3-c3ccccc3)c(Br)n2c1,0.1,11,-5,-0.6
O=c1cc(COc2ncnc3scc(-c4ccccc4)c23)nc2sccn12,-0.2,4,-2,-0.2
CSCCC(NC(=O)/C(=C/c1ccco1)NC(=O)c1cccc([N+](=O)[O-])c1)C(=O)O (stereo not given),0.0,-1,17,1.0
Cc1sc2ccc(O)cc2[n+]1CCC(=O)O,-0.1,-11,-1,-0.5
CC(=O)C1=C(O)C(=O)N(Cc2ccco2)C1c1cccc(F)c1 (stereo not given),0.4,-7,-5,-1.5
O=C(Nc1nn[nH]n1)C(Cc1ccccc1)N1C(=O)c2ccccc2C1=O (stereo not given),-0.1,0,-15,2.9
CC(=O)/C=C/c1c[nH]c2ccccc12,0.0,6,-22,-1.6

# Quoted from above for reference:
SMILES,FBW7 activator,TEAD-YAP block,MITF inh,GPR151 activ
COc1cc(-c2nc3n(n2)C(c2cccnc2)C2=C(CC(C)(C)CC2=O)N3)cc(OC)c1OC (stereo not given),-0.1,-4,2,-0.7
O=C(c1cc(-c2ccc(F)cc2)c[nH]1)N1CCN(c2ccccc2O)CC1,0.1,-5,7,1.0
Cc1ccccc1NC(=O)/C=C/C(=O)OCC(F)(F)C(F)F,0.0,11,11,-0.3
COc1ccc(NC(=O)CN(C2CCCCC2)S(=O)(=O)c2ccc(C)cc2)cc1OC,-0.1,-3,-21,1.8

# Going on with the list:
SMILES,FBW7 activator,TEAD-YAP block,MITF inh,GPR151 activ
CCSc1nc2sccn2c(=O)c1C(=O)NCCc1ccccc1,-0.3,-43,9,1.0
O=C(O)/C=C/C(=O)Nc1nc(-c2ccc(Br)cc2)cs1,-0.1,-2,-3,-1.0
Cc1cc(-c2cnc(N3CCCC3)nc2C2CCN(Cc3nccn3C)CC2)on1,-0.1,-6,-3,0.2
CCOC(=O)C1=C(C)Nc2nc3ccccc3n2C1c1cc(Br)ccc1OC (stereo not given),0.1,-11,-8,-1.3
CC(=O)Nc1ccc(N2C(=O)CSC2c2ccc(Br)cc2)cc1 (stereo not given),-0.1,6,-2,-1.1
COc1cccc(O)c1CN1CCCC(C(=O)Nc2ccc(-c3ccn[nH]3)cc2)C1 (stereo not given),0.2,-3,-4,-1.3
CCc1ccc(C2Nc3ccccc3NC3=C2C(=O)CC(c2ccccc2)C3)cc1 (stereo not given),0.0,-1,5,-1.0
Cc1ccc(NC(=O)c2sc(N)nc2-c2ccc([N+](=O)[O-])cc2)c(C)c1,0.2,16,17,-1.1
CCOc1ccc(C2=NC(c3ccccc3OC)NC(c3cc(Cl)ccc3O)C2)cc1 (stereo not given),0.1,-22,3,1.0
COc1ccc(-n2c(SCC(=O)c3ccccc3)nc3c(c2=O)SC(C)C3)cc1 (stereo not given),0.4,2,13,0.1
C=Cc1ccc(Cn2c(C(=O)O)c(CNCCc3c[nH]c4ccccc34)c3ccccc32)cc1,0.0,10,0,-0.3
c1coc([C@H]2Nc3ccccc3[C@H]3OCC[C@@H]23)c1,0.1,-8,5,0.0
O=c1c2sccc2nc(SCc2ccc([N+](=O)[O-])cc2)n1-c1cccc(Cl)c1Cl,-0.3,-3,12,0.6
COc1cccc(/C(O)=C(\C#N)c2nc3ccccc3[nH]2)c1,0.0,-20,4,-1.5
Cc1ccc2[nH]c(=O)c(CN(CC3COCCO3)C(=O)Nc3ccccc3C)cc2c1 (stereo not given),-0.1,-15,-3,-0.8
O=C(NC1(C(F)(F)F)N=C(c2ccccc2)NC1=O)c1ccccc1 (stereo not given),0.1,5,5,-0.4
CCOc1ccc(N(C)S(=O)(=O)c2ccc3[nH]cc(C(=O)NCCc4ccccc4)c(=O)c3c2)cc1,0.3,-5,4,0.2
CCOC(=O)CSc1nnc(CNC(=O)c2ccccc2F)n1C,-0.1,-6,-7,1.0
Cn1ncc2c(N3CCC(Cc4ccccc4)CC3)ncnc21,0.2,0,11,-1.3
CC1=C(C(=O)Nc2ccccc2)C(c2ccc(O)cc2)n2nnnc2N1 (stereo not given),-0.5,-6,7,0.3
O=C(NCCN1CCOCC1)c1cnc(NC2CCN(Cc3ccccc3)CC2)s1,0.5,-2,-2,2.8
COc1ccc(C2C(C(=O)Nc3ccccn3)c3ccccc3C(=O)N2C2CCCCC2)cc1 (stereo not given),0.0,-17,12,-0.4
COc1ccccc1N1C(=O)N(Cc2cccc(C)c2)c2ccccc2S1(=O)=O,-0.1,-5,4,-1.2
Cc1ccc(NC(=O)N2CCC(NC(=O)OC(C)(C)C)CC2)cc1,-0.1,-1,0,0.0
COc1ccc(C=C2C(=O)NC(=S)NC2=O)cc1OC(=O)c1cccc(Cl)c1,-0.4,-2,-6,-1.0
CCOC(=O)CC(=O)CSc1nc(N)c(C#N)c(-c2ccc(F)cc2)c1C#N,-0.1,11,8,-0.8
CC(=O)CSc1nnc2c3ccccc3n(C)c2n1,0.0,-28,-10,-1.5
O=C(Cc1cn(-c2ccc(NCCCN3CCCC3=O)nn2)c2ccccc12)NC1CC1,-0.2,-25,-16,-1.2
CCCN1C(=O)S/C(=C\C(=O)O)C1=O,-0.4,4,-12,-0.1
CCCN(CCc1ccccc1)C1CCc2c(O)cccc2C1 (stereo not given),-0.1,6,8,0.1
COc1ccccc1NC(=O)C1=C(C)NC(=S)NC1c1cccc(OC)c1O (stereo not given),0.4,8,22,-1.4
COc1cccc(NC(=O)COC(=O)c2c(Cl)cccc2Cl)c1,-0.1,-20,4,0.7
COc1ccc(/C=N/n2cnnc2-n2nc(C)c(Br)c2C)cc1,0.4,-1,9,0.0
COC(=O)c1c[nH]n2c(=O)c(Cc3ccccc3C)c(C)nc12,0.0,-3,-3,-1.6
COCC1=C(C(=O)OC)C(c2cccc3ccccc23)C(C#N)=C(N)O1 (stereo not given),-0.1,-6,-9,-0.5
CCCSc1nnc2c(n1)OC(c1ccc3c(c1)OCO3)Nc1ccc(Br)cc1-2 (stereo not given),0.0,-9,4,2.6
NC(=O)COC(=O)c1ccc2c(c1)C(=O)N(Cc1ccco1)C2=O,0.0,0,6,0.9
O=C(O)c1ccc(CNC(=O)c2ccc(N3C(=O)c4ccccc4C3=O)cc2)cc1,0.1,-3,-1,0.3
O=C(Nc1ccc([N+](=O)[O-])cc1)C1CC(=O)N(c2ccc(F)cc2)C1 (stereo not given),0.0,2,18,-0.1

# Random excerpt: two records from the list
SMILES,FBW7 activator,TEAD-YAP block,MITF inh,GPR151 activ
COc1ccccc1N1C(=O)N(Cc2cccc(C)c2)c2ccccc2S1(=O)=O,-0.1,-5,4,-1.2
CCOC(=O)CC(=O)CSc1nc(N)c(C#N)c(-c2ccc(F)cc2)c1C#N,-0.1,11,8,-0.8
